Bioassay records (PubChem)
V-ATPase pH: alters yeast V-ATPase proton transport; S. cerevisiae, pHLuorin cytosolic pH fluorescence; response, % at 10 µM; 350,000 compounds, 0.37% hits; in the data active means response mostly above about 7.3%, no sharp cut-off; inactive means mostly below about 5.4%; further: actives read high; inactives centre near 0; some compounds called inactive have numbers as strong as hits
Arr AP2 block: inhibitors of human beta-arrestin and AP2 interaction. inhibition, % at 10 µM. FITC-arrestin peptide / GST-AP2 beads, flow cytometry; AP2 beta2 appendage carries R879A mutation. 340,000 compounds, 0.31% hits;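 active means inhibition above a set limit, near 3 SD of compounds lacking own fluorescence, cut at about 54% in these data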;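 further: plate controls were DMSO wells for no effect and 5 µM unlabelled arrestin peptide for full effect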
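Material – AP2 appendage R879A on GSH beads · Buffer or medium – PBS with 0.05% Tween 20 and 0.1% BSA · Probe or stimulus – fluorescein-tagged arrestin peptide at 50 nM final · Incubation – compound with beads 12 min RT, then probe 1 h RT · Detection – high-throughput flow cytometry of beads, ex 488, em 535 nm · Evaluation – percent response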
RTF Ca sens inh: cardiac RTF calcium desensitization; AID 493244; 340,000 compounds, 0.12% hits; IANBD-labeled cardiac RTF, Ca2+ fluorescence; P19429+P45379; inhibition, % at 7.15 µM;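 active means inhibition above the mean inhibition of all tested compounds plus 3 SD, cut at about 17% in these data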;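 further: assay run at fixed EC70 calcium of 1.6 mM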
DAGLB inh: diacylglycerol lipase beta (human) inhibition. inhibition, % at 5.17 µM. HEK293T DAGLB membrane lysate, EnzChek fluorogenic substrate. 340,000 compounds, 0.059% hits; in the data active means inhibition above about 34%;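 further: 0% = enzyme with vehicle and 100% = wells lacking enzyme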
Target sequence (Q8NCG7 whole entry, looked up): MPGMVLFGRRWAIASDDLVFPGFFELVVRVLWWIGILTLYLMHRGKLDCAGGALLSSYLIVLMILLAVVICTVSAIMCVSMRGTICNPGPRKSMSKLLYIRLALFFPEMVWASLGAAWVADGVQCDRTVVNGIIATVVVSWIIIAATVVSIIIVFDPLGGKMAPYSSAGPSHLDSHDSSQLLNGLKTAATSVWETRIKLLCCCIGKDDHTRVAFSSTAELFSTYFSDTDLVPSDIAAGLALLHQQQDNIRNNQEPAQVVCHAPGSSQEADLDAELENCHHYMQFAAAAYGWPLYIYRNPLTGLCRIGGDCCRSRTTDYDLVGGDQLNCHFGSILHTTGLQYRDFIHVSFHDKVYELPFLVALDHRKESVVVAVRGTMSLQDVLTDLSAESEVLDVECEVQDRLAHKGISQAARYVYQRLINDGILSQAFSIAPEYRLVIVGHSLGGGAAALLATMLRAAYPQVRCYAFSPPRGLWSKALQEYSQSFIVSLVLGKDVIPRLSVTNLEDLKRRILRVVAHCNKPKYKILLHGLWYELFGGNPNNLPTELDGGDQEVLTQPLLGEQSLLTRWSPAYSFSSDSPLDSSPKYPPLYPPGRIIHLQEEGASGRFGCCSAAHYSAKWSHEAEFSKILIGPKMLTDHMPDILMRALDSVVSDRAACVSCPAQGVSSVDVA
CAL PDZ FP-1: inhibitors of human CAL PDZ peptide binding. Q9HD26. purified CAL PDZ, TMR-peptide fluorescence polarization, 1 h. inhibition, % at 20 µM. 330,000 compounds, 0.02% hits. AID 504414;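 active means highest replicate inhibition of at least 40%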;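 further: plate controls were DMSO neutral control wells for no effect and unlabeled competitor peptide control wells for full effect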
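material = purified tagged CAL PDZ domain construct (CerCALP) | buffer or medium = sodium phosphate/NaCl buffer pH 7.4 with TCEP, IgG, Thesit | reagent = TMR-labelled reporter peptide T*-PRC34 bound in PDZ groove | incubation = 1 h room-temperature incubation prior to read | measured by = fluorescence polarization (mP) | evaluation = percent inhibition from loss of millipolarization | control set = unlabelled peptide and DMSO controls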
DSG3 Ab inh: blocks pemphigus antibody binding to human desmoglein-3. 310,000 compounds, 0.48% hits. binding (percent of control), % at 10 µM. DSG3-coupled beads, scFv-anti-DSG3-GFP binding, flow cytometry; hits give low values;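 active means binding more than 3 SD below its plate's average and above zero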;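 further: hits lower antibody fragment binding to DSG3; some compounds called inactive have numbers as strong as hits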
NSD2 inh: NSD2 (human) methyltransferase inhibition; 310,000 compounds, 0.54% hits; AID 743445; O96028; inhibition, % at 12.5 µM; NSD2 peptide methylation, AlphaScreen, 120 min; in the data active means inhibition above about 50%
Keap1-Nrf2 PPI: Keap1-Nrf2 (human) interaction inhibition; Q14145; 340,000 compounds, 0.15% hits; inhibition, % at 9.4 µM; AID 504523; Keap1 Kelch-Nrf2 peptide fluorescence polarization, 1536-well; in the data active means inhibition above about 12%;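 further: human Keap1 Kelch domain with fluorescein labeled Nrf2 9mer peptide probe; 0% = neutral control wells and 100% = peptide positive control; higher means more block of Keap1 binding to Nrf2 peptide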
LANA DNA inh: blocks KSHV LANA C-terminal domain binding to DNA | MBP-C-LANA/FAM-LBS DNA binding, fluorescence polarization | inhibition, % at 9 µM | 340,000 compounds, 0.078% hits | AID 504423;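 active means highest replicate inhibition at or above 60% at 9 µM, even if other replicates fall short; inactive means all replicates below 60% inhibition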;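 further: 0% = neutral control wells and 100% = 4 µM acridine orange control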
CAL PDZ FP-2: CAL PDZ (human) peptide binding inhibition | purified CAL PDZ, TMR-peptide fluorescence polarization, 1 h | AID 602252 | inhibition, % at 24.9 µM | 300,000 compounds, 0.92% hits;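 active means mean inhibition of at least 30% with at least half of replicates also reaching 30%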;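 further: 0% = DMSO neutral control and 100% = excess unlabeled competitor peptide PRC23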
Starred values were filed as active, the others as inactive; . = not tested or not shown. A portion of the library, so the mix of outcomes need not match the whole.

#	Molecule	V-ATPase pH	Arr AP2 block	RTF Ca sens inh	DAGLB inh	CAL PDZ FP-1
1	O=C(NCCO)C(=O)c1c(-c2ccc(Cl)cc2)cc2ccccn12	-2	.	-1	1	-2.1
2	COc1cccc2sc(N3CCN(C(=O)C4COc5ccccc5O4)CC3)nc12 (centres undefined)	-2	2	-8	1	0.5
3	Cc1ccccc1NC(=O)c1nnn(-c2ccc3c(c2)OCCO3)c1N	2	2	-24	-3	-3.3
4	O=C(Nc1nc2c(s1)CCc1ccccc1-2)c1ccco1	4	1	-6	-4	-2.1
5	COCCOc1ccc(C(F)(F)F)cc1NC(=O)c1ccc(C)cc1	1	22	-1	-9	-0.8
6	CN(Cc1ccccc1)C(=O)CSc1cc(=O)n(C)c2ccccc12	-3	.	-2	-1	-1.0
7	Cc1ccc(S(=O)(=O)N(C)CC(=O)NCCCn2nc(C)cc2C)cc1	-3	3	-2	-2	1.2
8	COc1ccc(-n2nc(C(=O)NCC(=O)N3CCN(c4ccc(F)cc4)CC3)c3ccccc3c2=O)c(OC)c1	0	2	-3	1	-0.4
9	O=C(CC1(O)C(=O)Nc2ccc(Br)cc21)c1ccc2c(c1)OCO2 (centres undefined)	0	7	-5	1	-2.1
10	CC1=C(C(=O)OC(C)C)C(c2ccco2)NC(=O)N1 (centres undefined)	0	-6	-5	-1	-0.2
11	CCCCCn1c(C(C)NC(=O)CCC)nc2ccccc21 (centres undefined)	-3	3	-6	1	0.2
12	COc1cccc(-c2cc(C(=O)N3CCN(C(=O)c4ccco4)CC3)[nH]n2)c1	-5	36	-5	-4	-1.9

#	DSG3 Ab inh	NSD2 inh	Keap1-Nrf2 PPI	LANA DNA inh	CAL PDZ FP-2
1	92	-3	2	1.0	0
2	99	1	4	5.8	-1
3	106	1	-3	-0.9	-2
4	101	17	-2	-0.8	3
5	99	0	1	0.1	-2
6	114	2	-2	3.2	-7
7	100	-1	0	0.4	62*
8	90	-9	1	-1.7	-1
9	.	.	-4	-0.9	-4
10	98	5	-1	0.7	0
11	102	.	-4	1.8	.
12	100	-3	-1	-0.1	.

Remaining list, next part.
#	Molecule	V-ATPase pH	Arr AP2 block	RTF Ca sens inh	DAGLB inh	CAL PDZ FP-1
13	Cc1cc(C)c(C)c(S(=O)(=O)N2CCC(C(=O)NC3=NCCS3)CC2)c1C	1	17	-6	-3	0.5
14	CC(=O)c1cc(CN2CCC(C(=O)Nc3ccc(-n4nc(C)cc4C)cc3)CC2)cs1	3	0	-8	-2	-2.7
15	CCc1ccc(N2C(=O)Nc3ccc(Br)cc3C2(O)C(=O)NCCN(C)C)cc1 (centres undefined)	-2	9	6	-3	.
16	COc1ccccc1N1CCN(C(=O)C2CCCN(S(=O)(=O)c3ccc4c(c3)oc(=O)n4C)C2)CC1 (centres undefined)	2	-7	-5	2	-0.4
17	COc1ccc(CCC(=O)OCc2csc(CC(=O)Nc3ccc(C)cc3)n2)cc1OC	1	-12	-2	-5	-1.6
18	Cc1cc(C(F)(F)F)n2ncc(-c3ccccc3)c2n1	0	-4	-4	-10	-1.4
19	Cc1ccn2cc(CNC(=O)c3ccc(Br)o3)nc2c1	-1	-5	-7	1	-1.1
20	COc1cc(/C=N/NC(=O)C23CC4CC(CC(C4)C2)C3)cc(Br)c1O	1	0	6	1	-2.1
21	COc1ccc(NC(=O)CN(C)S(=O)(=O)c2ccccc2)cc1OC	2	43	4	-2	-0.1
22	Cc1cc(-c2ccco2)n(CC(=O)NCCN(C)C)n1	-2	9	-2	1	-1.6
23	CCC(C)NC(=O)C1CCCN(S(=O)(=O)c2ccc3c(c2)CC(C)N3C(C)=O)C1 (centres undefined)	-4	2	-9	0	-1.0
24	O=C(c1ccc(CS(=O)(=O)c2ccc(Br)cc2)o1)N1CCN(c2ccc(F)cc2)CC1	-4	15	-4	2	-2.8

#	DSG3 Ab inh	NSD2 inh	Keap1-Nrf2 PPI	LANA DNA inh	CAL PDZ FP-2
13	97	-4	1	0.3	-5
14	115	0	-4	-1.1	2
15	101	0	3	5.6	-1
16	.	4	2	0.2	-1
17	111	2	0	0.2	-1
18	79	2	-1	-1.8	50*
19	104	.	-7	-1.4	.
20	115	4	-3	0.8	0
21	98	0	-2	1.5	0
22	106	.	-4	0.0	.
23	100	.	-4	1.3	.
24	.	1	1	2.0	2

(listing goes on)
#	Molecule	V-ATPase pH	Arr AP2 block	RTF Ca sens inh	DAGLB inh	CAL PDZ FP-1
25	COc1ccc(-c2nc3nc(SC)nn3cc2C)cc1F	4	-12	-14	0	-2.0
26	COc1ccc(Cl)cc1NC(=O)COC(=O)c1ccc(Cl)nc1	4	1	-2	-6	-0.7
27	O=c1c2ccccc2c(C=Nc2ccc(S(=O)(=O)N3CCCCC3)cc2)c(O)n1-c1ccc(Cl)cn1	-4	-6	-2	-1	0.2
28	O=C1C2C3C=CC(C3)C2C(=O)N1Cc1ccc(CN2C(=O)C3C4C=CC(C4)C3C2=O)cc1 (centres undefined)	-3	-1	-2	1	-1.9
29	Cc1nn(C)c(C)c1CNC(=O)c1cnn2c1NC(c1ccccc1)CC2C(F)(F)F (centres undefined)	-1	7	0	0	0.2
30	O=C(NC(=S)Nc1cc(C(F)(F)F)ccc1N1CCOCC1)c1sc2ccccc2c1Cl	1	9	-1	-2	-3.1
31	COc1ccc(OCCN2CCN(C3CC(=O)N(CCC(C)C)C3=O)CC2)cc1 (centres undefined)	-1	-8	-8	2	-1.2
32	COc1ccc(S(=O)(=O)Nc2ccccc2OC)cc1NC(=O)Cc1cccs1	-2	-2	-17	-1	-1.4
33	N#CCSc1nc2ccc(N3CCCCC3)cc2c(=O)n1Cc1ccccc1	-3	17	3	8	-0.4
34	COc1c(C)cccc1C(=O)NC(=S)Nc1ccc2c(c1)Cc1ccccc1-2	3	9	0	-2	-2.3
35	CC(C)C[C@@H](COc1ccccc1)N1CCN(Cc2ccccc2)CCC1=O	9	16	-7	-11	-0.5
36	CC(Oc1cccc([N+](=O)[O-])c1)C(=O)NCCC1=CCCCC1 (centres undefined)	-2	2	0	0	-4.0

#	DSG3 Ab inh	NSD2 inh	Keap1-Nrf2 PPI	LANA DNA inh	CAL PDZ FP-2
25	106	-1	2	-0.6	0
26	.	-2	-3	0.8	-6
27	51	1	-4	-0.8	1
28	106	-1	0	-0.8	-3
29	105	0	-3	-0.7	2
30	85	-9	1	0.1	1
31	94	-4	0	-0.3	-2
32	101	0	1	20	-2
33	101	5	-3	-1.6	-22
34	102	0	-5	-0.5	-2
35	101	.	1	1.1	-2
36	94	1	-2	-0.4	.

(list continues)
#	Molecule	V-ATPase pH	Arr AP2 block	RTF Ca sens inh	DAGLB inh	CAL PDZ FP-1
37	COc1cccc(/C=N/n2c(-c3n[nH]c4c3CCC4)n[nH]c2=S)c1O	-1	8	1	1	-2.4
38	O=C(CSc1nnc(SCc2cccc3ccccc23)s1)N/N=C/c1c[nH]c2ccccc12	4	-7	1	-1	-0.8
39	CC(=O)N(c1c(C)n(C)n(-c2ccccc2)c1=O)C1(C(=O)NC2CCCCC2)CCCCC1	-7	17	-10	-4	0.3
40	CC(C)C(=O)C1=Cc2cc([N+](=O)[O-])ccc2OC1N1CCOCC1 (centres undefined)	0	7	-2	2	5.0
41	Cc1ccc(S(=O)(=O)NCC(=O)NCC(=O)NC(C)c2ccccc2Br)cc1C (centres undefined)	2	25	1	-1	-3.2
42	COc1ccc2[nH]c3c(c2c1)CCN1C(=O)C(CC(=O)NC(C)(C)C)C[C@H](C(=O)N2CCCCC2)[C@@]31C (some centres undefined)	0	15	-3	0	-0.1
43	COc1cccc(N2CCN(CC(=O)NC3=Nc4ccccc4N=C(C)C3c3ccccc3)CC2)c1 (centres undefined)	5	4	.	.	0.4
44	Cc1ccc(N(O)C(C)(C)C)cc1	-4	-22	-9	-2	-0.3
45	CC1C(=NO)C(C)C(c2ccc(N(C)C)cc2)NC1c1ccc(N(C)C)cc1 (centres undefined)	0	0	-8	-2	-1.5
46	O=C(CSc1nnnn1-c1cccc(F)c1)Nc1nc2ccccc2s1	-7	8	-4	-1	.
47	COC(=O)Cc1ccc(NC(=S)NCc2ccccc2Cl)cc1	-2	-4	-2	-1	-1.5
48	CCOC(=O)[C@H](CCc1ccccc1)N[C@@H](C)C(=O)N1C(C(=O)O)C[C@@H]2CCC[C@@H]21 (some centres undefined)	10	3	23*	2	-1.1

#	DSG3 Ab inh	NSD2 inh	Keap1-Nrf2 PPI	LANA DNA inh	CAL PDZ FP-2
37	114	-6	2	2.0	3
38	103	0	-5	2.2	.
39	.	.	-5	-1.4	-2
40	108	0	-1	-0.5	-2
41	.	-3	8	0.3	-3
42	104	.	-5	0.1	-2
43	87	-2	-2	0.3	.
44	90	1	-4	-1.7	-6
45	120	10	-5	-0.2	7
46	11*	0	1	1.3	25
47	129	-2	-1	-0.9	-2
48	92	.	-1	1.1	0

Continued:
#	Molecule	V-ATPase pH	Arr AP2 block	RTF Ca sens inh	DAGLB inh	CAL PDZ FP-1
49	CCOC(=O)CNC(=O)Cn1cnc2c(nnn2-c2ccc(OC)cc2)c1=O	-3	-12	-1	0	.
50	O=C(COC(=O)c1ccccc1)Nc1ccc2[nH]c(=O)[nH]c2c1	-1	-10	5	2	0.1
51	CCn1c(N)c(C(=O)NC2CCCCC2)sc1=S	4	12	4	-2	-2.6
52	COc1ccc(-c2nn(C)c3sc(C(=O)NCCN(C)C)cc23)cc1OC	-3	-8	5	-1	-2.5

#	DSG3 Ab inh	NSD2 inh	Keap1-Nrf2 PPI	LANA DNA inh	CAL PDZ FP-2
49	107	0	-6	0.7	5
50	97	1	-4	2.9	1
51	96	23	-6	0.9	.
52	90	2	-3	-15	-3
